# Redox H2O2 prof – compounds producing H2O2 with reducing agent – biochemical, NIH compound library profiling, artefact control for MLSCN library redox annotation, primary screen; DTT-dependent redox cycling H2O2, phenol red/HRP absorbance; 100% = 100 µM peroxide control, 0% = buffer; activation, % at 10 µM; 0.03% of 200,000 active; AID 878, 2007;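 active = activation of at least 50% relative to the plate's high and low controls in the primary single-dose screen; inactive = activation below 50%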;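 also: compound incubated with DTT at 0.8 mM final as the reducing agent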
# Diaph act CS – compounds boosting diaphorase resazurin reduction – biochemical, uHTS, resorufin fluorescence, counter-screen for diaphorase-coupled primary assays, primary screen. Diaphorase/resazurin coupled assay, 16 min; active compounds read high; 1 = vehicle wells, 0 = NADH-free wells. AID 1229, 2008. 0.005% of 190,000 active. activation factor at 20 µM;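 active = diaphorase activity raised at least twofold by the compound at 20 µM; inactive = activation factor below 2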
#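 Assay system: Purified diaphorase enzyme from Clostridium kluyveri | Amount: Enzyme 0.07 U/mL final | Dosing: Compound 20 µM once, DMSO 1% | Timing: 16 min reaction at room temperature | Detection: Fluorescence, excitation 544 nm and emission 590 nm | Evaluation: Higher resorufin formation from activation or reduction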
# Diaphorase inh – diaphorase inhibitors and chemical oxidizers, primary screen, counter-screen for diaphorase-coupled primary assays, biochemical, uHTS, resorufin fluorescence | 0.69% of 190,000 active | inhibition, % at 20 µM | AID 1217, 2008 | diaphorase resazurin-to-resorufin fluorescence, NADH, 16 min; bacterial (C. kluyveri) enzyme, not human;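 active = primary screen inhibition at 20 µM above a set limit, cut at about 50% in these data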;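 also: plate controls were DMSO with full reaction for no effect and wells lacking NADH for full effect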
#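 Assay system: diaphorase enzyme from Clostridium kluyveri. Quantity: enzyme working solution with 0.14 U/mL diaphorase. Schedule: reaction incubation of 16 min at room temperature. Technique: resorufin fluorescence, excitation 544 nm, emission 590 nm. Controls: No-NADH positive control and DMSO neutral control.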
# S1P3 antag – S1P3 receptor antagonists, primary screen, cell-based. AID 485, 2006. Sphingosine 1-phosphate receptor 3 (Homo sapiens), Q99500. 0.27% of 170,000 active. inhibition, % at 4.98 µM. CHO S1P3 NFAT-BLA reporter, FRET fluorescence, antagonist mode;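 active = inhibition above the plate cutoff, the mean inhibition of test wells on that plate plus 3 SD, cut at about 28% in these data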;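 also: cells challenged with S1P at its EC80 of 0.8 µM; blue over green emission ratio from cleaved BLA substrate after 4 h stimulation; 0% = S1P-stimulated wells and 100% = unstimulated DMSO-only wells; some compounds past the cut are filed as inactive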
# G6PDH CS – L. mesenteroides G6PDH inhibitors, counter-screen for G6PDH-coupled screening assays, biochemical, Leuconostoc mesenteroides enzyme; 0.12% of 200,000 active; inhibition, % at 5 µM; glucose-6-phosphate dehydrogenase [Leuconostoc mesenteroides]; Purified L. mesenteroides G6PDH, diaphorase/resazurin coupled fluorescence, 45 min; AID 1020, 2008
# L major viab – Leishmania major promastigote growth inhibition, primary screen. 9% of 200,000 active. inhibition, % at 10 µM. Leishmania major promastigotes, resazurin fluorescence viability;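 also: promastigotes grown with compound for 44 hours at 28 °C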
# TLR4 MyD88 comp – inhibitors of TLR4-MyD88 association in cells, primary screen, cell-based, HeLa CL3-4, BLA complementation, FRET ratio. Toll-like receptor 4 (Homo sapiens) + Myeloid differentiation primary response protein …. HeLa CL3-4 TLR4/MyD88 BLA complementation. inhibition, % at 8.4 µM. 0.18% of 200,000 active; in the data active = inhibition above about 25%;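 also: 0% = vehicle and 100% = reference inhibitor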
# Target sequence (O00206 whole entry, looked up): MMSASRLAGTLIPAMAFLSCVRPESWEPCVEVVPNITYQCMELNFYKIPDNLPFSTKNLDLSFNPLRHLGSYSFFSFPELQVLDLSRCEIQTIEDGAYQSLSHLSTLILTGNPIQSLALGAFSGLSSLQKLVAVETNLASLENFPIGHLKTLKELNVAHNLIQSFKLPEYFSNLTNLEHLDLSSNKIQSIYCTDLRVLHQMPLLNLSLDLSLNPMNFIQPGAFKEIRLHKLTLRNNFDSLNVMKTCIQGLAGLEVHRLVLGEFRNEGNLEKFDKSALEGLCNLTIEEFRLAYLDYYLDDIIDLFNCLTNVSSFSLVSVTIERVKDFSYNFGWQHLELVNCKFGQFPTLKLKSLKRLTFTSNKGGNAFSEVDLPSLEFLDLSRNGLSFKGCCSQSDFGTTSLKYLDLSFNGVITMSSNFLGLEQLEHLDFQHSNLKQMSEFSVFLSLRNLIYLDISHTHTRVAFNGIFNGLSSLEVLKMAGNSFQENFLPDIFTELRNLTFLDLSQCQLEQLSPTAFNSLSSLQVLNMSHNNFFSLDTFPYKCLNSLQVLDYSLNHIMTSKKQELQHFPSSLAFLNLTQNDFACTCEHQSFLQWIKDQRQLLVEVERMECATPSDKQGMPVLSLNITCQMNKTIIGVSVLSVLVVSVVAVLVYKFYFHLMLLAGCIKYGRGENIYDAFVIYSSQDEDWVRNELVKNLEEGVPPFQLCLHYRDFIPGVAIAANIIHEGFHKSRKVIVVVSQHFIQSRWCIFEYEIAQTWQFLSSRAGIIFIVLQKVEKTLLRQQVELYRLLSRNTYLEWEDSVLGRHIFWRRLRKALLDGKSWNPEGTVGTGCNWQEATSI
# Target sequence (Q99836 whole entry, looked up): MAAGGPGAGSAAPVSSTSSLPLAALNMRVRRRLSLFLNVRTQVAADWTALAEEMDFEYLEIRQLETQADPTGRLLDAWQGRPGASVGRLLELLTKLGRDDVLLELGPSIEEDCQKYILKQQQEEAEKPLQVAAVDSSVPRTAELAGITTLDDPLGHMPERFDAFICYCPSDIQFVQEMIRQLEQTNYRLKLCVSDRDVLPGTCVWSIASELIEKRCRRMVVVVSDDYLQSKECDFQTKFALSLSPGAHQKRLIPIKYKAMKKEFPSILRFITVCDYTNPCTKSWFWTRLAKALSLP
# PMI act hi M6P – human PMI activators, high substrate, primary screen, biochemical, fluorescence intensity, near-saturating mannose 6-phosphate. coupled PMI enzyme assay, resazurin fluorescence, 20 min; active compounds read high; 1 = untreated enzyme, 0 = substrate-free blank. activation factor at 20 µM. 0.34% of 190,000 active. AID 1216, 2008;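 active = activation factor of 2 or more at 20 µM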
#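 Material: human phosphomannose isomerase with PGI, G6PDH, diaphorase coupling enzymes; amount: PMI at 15 ng/mL final; also added: Mannose-6-phosphate 1.0 mM (near-saturating) plus 0.22 mM NADP+; incubation: enzyme reaction with compound 20 min at room temperature; signal: resorufin fluorescence (Ex 544/Em 590 nm) from resazurin via diaphorase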
# Hsp70 act – Hsp70 transcriptional activators, primary screen, cell-based, HeLa, Hsp70 promoter luciferase, luminescence, 10 µM; HeLa Hsp70 promoter luciferase reporter; scaled: vehicle 0, proteasome-inhibitor control 100%; activation, % at 10 µM; AID 1203, 2008; 0.04% of 200,000 active;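 active = activation above the mean across all tested compounds plus 3 SD, cutoff set per campaign, cut at about 5.5% in these data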;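 also: 100% = MG132 at 30 µM as the positive control and 0% = DMSO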
# PMI activator – activators of human PMI, primary screen, biochemical, fluorescence intensity, near-Km mannose 6-phosphate; Mannose-6-phosphate isomerase (Homo sapiens), P34949; purified human PMI, coupled resazurin fluorescence, 20 min; active compounds read high; 1 = vehicle control, 0 substrate-free wells; activation factor at 20 µM; 0.005% of 190,000 active;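 active = activation factor of 2 or more at 20 µM, relative to plate controls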
# RAM network inh – inhibitors of the yeast RAM network, primary screen, dse1pr::URA3 reporter, 5-FOA selection; inhibition, % at 50 µM; 1.8% of 190,000 active; S. cerevisiae dse1pr::URA3 reporter, 5-FOA growth OD615, 2 d; analog-sensitive cbk1-as2 kinase mutant strain;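 active = inhibition above a set limit, 3 SD over mean compound inhibition, cut at about 8.4% in these data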;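 also: 0% = DMSO-only wells with no growth and 100% = 10 µM 1-NA-PP1 full growth; inhibition rescues growth on 5-FOA so higher OD means more RAM inhibition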
# The depositor's hits bear a star; / = not tested or not shown. Rule as the data show it, unless noted: active = inhibition above about 50%; inactive = the rest.
mol	Redox H2O2 prof	Diaph act CS	Diaphorase inh	S1P3 antag	G6PDH CS	L major viab	TLR4 MyD88 comp	PMI act hi M6P	Hsp70 act	PMI activator	RAM network inh
COc1ccc(CCN2C(=O)/C(=C\c3ccco3)SC2=S)cc1OC	-0.8	0.9	7	2	-3	0	-12	0.8	-0.3	1.1	12*
O=C(NNc1nc(-c2ccc(Cl)cc2)cs1)c1ccco1	-0.2	0.9	6	-11	16	58*	-9	0.9	-0.2	1	2.3
COc1ccc(CCNC(=O)C2CCC(=O)N2CCc2ccccc2)cc1OC (stereo unspecified)	0.0	1	3	5	6	-1	1	1	-0.3	1	1.3
CCOC(=O)c1ccc(NC(=O)N2CCN(Cc3cccc(F)c3)CC2)cc1	0.7	0.9	11	1	8	14	8	1	-0.2	0.9	0.8
N#CCCn1cc(/C=N/NC(N)=S)c(-c2ccccc2)n1	0.3	1	4	-8	3	3	6	1.1	-0.1	1.1	-0.1
O=c1oc2ccc(Br)cc2cc1S(=O)(=O)c1ccc(F)cc1	-0.2	0.9	14	-6	-4	48	-10	1	-0.2	0.9	2.1
CS(=O)(=O)N(CC(=O)NCC1CCCO1)c1cc(Cl)cc(Cl)c1 (stereo unspecified)	0.1	0.9	7	-13	4	0	5	0.9	-0.2	1	2.1
CS(=O)(=O)c1ccc(N)cc1	-1.0	0.9	12	0	-2	-3	-7	0.9	-0.3	0.9	0.1
CCN(CC)C(=O)CSc1nnc2sc3ccccc3n12	0.4	0.8	15	-2	3	-6	-3	1	-0.3	1	0.4
CCC(=O)Nc1cccc(NC(=S)NC(=O)c2ccccc2)c1	-0.1	0.8	16	2	0	5	-2	1.2	0.0	1.2	7.4
CCOc1ccc(N/C(C)=C/C(=O)c2ccc(C)o2)cc1	0.7	0.9	9	/	2	-4	-1	1	-0.2	0.9	-0.1
COc1ccc(-c2csc(NC(=O)c3ccc(OCC(=O)N4CCOCC4)c(OC)c3)n2)cc1	0.1	0.8	23	-6	-2	36	2	0.8	-0.4	0.6	5.5
C=CCNc1oc(-c2cccs2)nc1S(=O)(=O)c1ccccc1	-0.2	0.9	14	-6	6	96*	-3	1	-0.4	1.1	0.0
Nc1nc2n(n1)C(c1cccc(Br)c1)CC(c1ccccc1)N2 (stereo unspecified)	-0.1	0.8	18	-16	-2	78*	0	0.8	-0.1	0.8	0.6
O=C(O)c1n[nH]c2c1CCCCC2	-0.2	0.9	11	-8	9	-8	-6	0.9	-0.3	0.9	0.1
O=C(OCC1CC(c2ccccc2)=NO1)c1ccc(Cl)cc1 (stereo unspecified)	-3.3	0.9	10	/	6	6	-8	1	-0.1	1.1	3.0
CCOC(=O)N1CCC(N2C(=O)c3ccc(C(=O)O)cc3C2=O)CC1	-0.2	0.9	13	-34	-3	-1	-6	1	0.0	1	3.3
O=C(Cc1ccc([N+](=O)[O-])cc1)Nc1ccc2c(c1)C(=O)NC2=O	0.2	1	2	-4	4	-5	-3	1.1	-0.5	1.1	0.8
O=[N+]([O-])c1ccc(N2CCN(S(=O)(=O)c3ccccc3)CC2)cc1N1CCc2ccccc2C1	2.2	0.7	25	10	-14	10	-9	0.9	0.1	0.8	5.7
CC1CCN(Cc2c(C#N)c3ccccc3n2C)CC1	0.0	1	4	/	8	28	-2	1	-0.3	0.9	0.1
O=C(c1cc([N+](=O)[O-])ccc1N1CCN(S(=O)(=O)c2ccc(Cl)c(Cl)c2)CC1)N1CCOCC1	-0.5	0.8	16	-4	0	9	3	0.9	-0.2	1	1.7
COc1ccccc1N1CCN(S(=O)(=O)c2c(C)ccc3nsnc23)CC1	0.2	0.9	15	-3	14	1	3	0.9	-0.1	0.8	1.3
Cc1cccc(OC(C)c2ccnc3nc(/N=C/N(C)C)nn23)c1 (stereo unspecified)	2.1	0.9	15	/	-3	1	-12	0.9	-0.4	0.9	0.7
CCc1nc(N=C(N)N)nc2ccccc12	0.6	0.9	10	4	2	8	6	0.9	-0.2	0.9	1.2
CCOc1cc(/C=N/NC(=O)CCc2n[nH]c(=O)[nH]c2=O)ccc1O	-0.7	0.9	9	-21	1	-5	-7	1	0.0	1	0.7
COc1ccc(OCC(O)CNC(=O)Nc2ccc(Cl)cc2)cc1 (stereo unspecified)	0.9	0.9	9	10	-12	-5	-3	0.9	-0.1	0.9	4.4
CN(C)c1ccc(C(CNC(=O)c2ccccc2F)c2c[nH]c3ccccc23)cc1 (stereo unspecified)	0.2	0.9	10	-7	-23	15	-8	0.8	-0.4	0.8	0.0
Cc1ccc(Cl)c(NC(=S)N(CCCN2CCOCC2)Cc2ccco2)c1	-5.5	1	1	/	5	10	5	1.1	0.0	1	-1.3
COc1ccc(C2C(C#N)=C(N)Oc3c2c(-c2ccccc2)nn3-c2ccccc2)c(OC)c1OC (stereo unspecified)	-0.2	0.8	22	-6	0	-8	-7	0.9	0.1	1	0.4
CC1CC(=O)C2=C(C1)Nc1ccccc1SC2c1ccc(F)cc1 (stereo unspecified)	-0.3	0.8	24	9	-2	68*	-9	0.8	-0.2	0.9	5.0
Cc1ccc2c(c1)N(CC(=O)NCc1cccs1)C(=O)C(C)O2 (stereo unspecified)	2.4	0.9	7	/	5	-2	-4	1.1	0.1	1.1	0.4
CCOC(=O)C1CCCN(C(=O)Cc2ccc(OC)c(OC)c2)C1 (stereo unspecified)	-1.3	0.8	19	-37	0	-4	7	0.9	-0.3	0.9	-0.3
O=C(c1ccc2c(Cl)c3c(nc2c1)CCCC3)N1CCC(N2CCCCC2)CC1	0.4	0.9	6	-5	11	30	-3	0.9	-0.1	1.1	1.3
O=C(O)CCSc1ccc([N+](=O)[O-])cc1[N+](=O)[O-]	-0.9	0.9	10	3	10	10	-2	1.4	0.1	1.4	0.0
CCn1c(SCC(=O)c2ccc3ccccc3c2)nnc1-c1ccco1	0.2	0.8	20	/	9	-1	9	1	-0.1	1	2.7
CCOc1ccc(NC(=O)C2(c3ccc(OC)c(OC)c3)CCCC2)cc1	0.8	0.8	16	-2	-10	-3	3	0.9	-0.4	0.9	1.2
O=C(Cc1ccc(-n2c(=O)c3ccccc3n(Cc3ccccc3Cl)c2=O)cc1)NCC1CCCO1 (stereo unspecified)	-0.4	1	-1	-8	-7	100*	9	1	-0.3	1	-0.5
CCOC(=O)c1c(NC(=O)c2cccs2)sc2c1CC(C)(C)OC2	-2.5	0.7	35	-3	4	1	2	0.8	-0.2	0.8	1.4
CC(C)Oc1ccc(Oc2ccc(C(F)(F)F)cn2)cc1	0.1	0.8	15	/	8	-7	-2	1	-0.3	1	7.2
COc1cccc(CNC(=O)c2cc3oc4ccccc4c3n2C)c1OC	-0.2	0.9	8	7	1	-6	10	1	0.1	0.9	4.2
Cc1cccc2nc(Cn3c(=O)n(CCCC(=O)NCc4ccco4)c(=O)c4ccccc43)cc(=O)n12	1.5	1	4	-19	9	-6	-1	1	0.0	1.2	0.7
O=C(OCn1nnc2ccccc2c1=O)c1cn(-c2ccccc2)nc1-c1cccnc1	-0.7	1	3	-18	1	4	-1	1.1	-0.1	1	1.1
CCN(CC(=O)Nc1ccccc1-c1ccccc1)Cc1nc2ccccc2c(=O)[nH]1	0.5	0.8	23	7	5	4	-3	0.9	0.0	1	1.1
C=CCNc1nc(NCc2ccco2)nc(OCC)n1	0.4	0.9	7	12	14	-3	4	1	-0.1	1	-0.8
COc1ccc(N2CCN(Cc3cc(=O)oc4cc5c(cc34)CCCC5)CC2)cc1	0.1	1	2	7	8	0	-9	1	-0.1	1.1	0.7
CC1CCc2sc(C(=O)NN=C3CCC(c4ccccc4)CC3)cc2C1 (stereo unspecified)	0.4	1	1	-6	16	-4	6	1.1	-0.2	1.1	3.4
Cc1cc(C)c(C#N)c(Nc2ccccc2Cl)n1	-1.2	1	-1	2	2	-2	-6	1	-0.4	1.1	2.2
Cc1c(NC(=O)CSc2nnnn2C)c(=O)n(-c2ccccc2)n1C	0.9	1	1	/	1	0	-1	1	-0.2	1	0.0
CC(C)N1C(=O)S/C(=C/c2ccc3c(c2)n(C)c(=O)n3C)C1=O	0.1	0.9	8	/	-2	19	2	0.9	-0.1	0.9	2.8
CC(NC(=O)/C(=C/c1ccc(OC(F)F)cc1)c1ccccc1)c1ccccc1 (stereo unspecified)	0.2	0.8	21	4	-15	78*	11	0.8	-0.3	0.8	9.6*

# Later entries.
mol	Redox H2O2 prof	Diaph act CS	Diaphorase inh	S1P3 antag	G6PDH CS	L major viab	TLR4 MyD88 comp	PMI act hi M6P	Hsp70 act	PMI activator	RAM network inh
N#Cc1cc2c([nH]c1=S)CCCC2	3.8	1.4	-42	-7	1	-7	-12	2*	-0.4	1.8	0.1
COc1ccc(C(=O)NC(=S)NCc2ccccc2)cc1	2.6	0.8	22	/	9	-7	-4	1	-0.1	0.9	1.8
CCCOc1ccc(C(C(=O)OCCN(CC)CC)c2ccccc2)cc1 (stereo unspecified)	-0.1	0.8	19	/	4	99*	5	1	-0.1	0.9	-0.3
COc1ccc(C(=O)n2nc(-c3ccco3)nc2SC)cc1OC	0.9	0.6	36	11	-16	-3	-9	1	-0.2	0.9	7.8

# Screening data (PubChem)
